# DNA FID counter = compounds displacing fluorescent DNA intercalator, primary screen, artefact control for HCV NS3 helicase inhibitor project, biochemical, FID fluorescence; inhibition, % at 7.9 µM; actives 0.17% (n = 290,000); DNA fluorescent intercalator displacement; in the data active means inhibition above about 37%;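 further: 0% = vehicle and 100% = reference compound; higher means more ethidium bromide displaced from hairpin DNA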
# MEKK3 PB1 HTS = modulators of MEKK3-MEK5 PB1 binding, primary screen, biochemical, wildtype MEKK3, multiplex bead flow cytometry, Alexa488-MEK5; Mitogen-activated protein kinase kinase kinase 3 (Homo sapiens), Q99759; bead-based flow cytometry, Alexa488-MEK5 binding to MEKK3; actives lie on both sides; 0 = blocked by unlabeled MEK5, 100 = vehicle; binding response (% of control), % at 10 µM; actives 1.4% (n = 290,000);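 active means binding response more than 3 SD above or below the average of its plate-row segment, actives on both sides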;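 further: Alexa488 bead fluorescence after subtracting the streptavidin-only scavenger bead signal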
# Target sequence (Q99759 whole entry, looked up): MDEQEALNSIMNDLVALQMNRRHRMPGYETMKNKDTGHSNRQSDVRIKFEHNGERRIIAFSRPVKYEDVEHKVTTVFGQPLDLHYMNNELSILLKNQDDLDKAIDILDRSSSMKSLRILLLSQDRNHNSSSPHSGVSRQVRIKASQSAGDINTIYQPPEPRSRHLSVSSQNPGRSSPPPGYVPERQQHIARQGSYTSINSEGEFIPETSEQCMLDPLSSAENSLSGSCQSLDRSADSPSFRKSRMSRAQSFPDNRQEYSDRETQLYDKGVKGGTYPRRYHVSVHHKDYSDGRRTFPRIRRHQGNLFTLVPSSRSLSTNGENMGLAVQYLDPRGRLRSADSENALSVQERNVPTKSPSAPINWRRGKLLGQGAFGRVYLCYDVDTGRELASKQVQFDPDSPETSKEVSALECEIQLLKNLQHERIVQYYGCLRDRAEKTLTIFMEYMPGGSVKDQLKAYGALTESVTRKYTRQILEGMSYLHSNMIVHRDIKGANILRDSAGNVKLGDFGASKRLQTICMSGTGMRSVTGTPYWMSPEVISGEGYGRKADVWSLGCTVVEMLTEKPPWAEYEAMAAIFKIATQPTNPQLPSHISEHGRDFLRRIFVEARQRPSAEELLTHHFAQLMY
# SUMO HTRF inh = inhibitors of in vitro SUMOylation cascade, primary screen, biochemical, HTRF, uHTS. inhibition, % at 35 µM. actives 0.36% (n = 290,000). HTRF SUMOylation assay, SAE1/SAE2 + UBC9; in the data active means inhibition above about 50%, passing the limit was not always enough; further: strong numbers were not always called active
# Target sequence (P63279 whole entry, looked up): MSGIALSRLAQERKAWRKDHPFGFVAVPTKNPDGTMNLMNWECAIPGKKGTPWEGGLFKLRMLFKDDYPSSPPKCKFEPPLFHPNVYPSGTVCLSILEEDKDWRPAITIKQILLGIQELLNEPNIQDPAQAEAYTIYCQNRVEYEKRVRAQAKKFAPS
# CRFR2-BP ag = agonists of CRF-BP/CRF-R2 complex, primary screen, cell-based, HEK293, calcium dye fluorescence, uHTS. CRF-binding protein / CRF receptor 2 complex (human). calcium dye fluorescence (FLIPR); percent of saturating CRF peptide response. activation, % at 13.2 µM. actives 0.46% (n = 350,000);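 active means activation of at least 50%, plus an integration ratio under a set limit after plate pattern correction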;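 further: plate controls were neutral control wells without compound for no effect and CRF at EC100 for full effect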
# NS3 helicase inh = inhibitors of HCV NS3 helicase, primary screen, biochemical, Cy5 molecular beacon fluorescence. actives 0.56% (n = 290,000). AID 1800, 2009. NS3 helicase DNA unwinding. Hepatitis C virus NS3 helicase. inhibition, % at 10.9 µM;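 active means inhibition above the mean of all tested compounds plus 3 SD, set per campaign, cut at about 35% in these data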;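 further: 0% = DMSO wells and 100% = thioflavine S control wells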
#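 Assay system – hepatitis C virus NS3 helicase domain fragment enzyme · Buffer or medium – MOPS pH 6.5, MgCl2, DTT, Tween20, BSA · Reagent – Cy5/quencher beacon DNA duplex and ATP to start · Compound – single 10.9 µM dose · Timing – 1 h at 25 °C · Technique – Cy5 beacon fluorescence read at start and 1 h · Measure – % inhibition of unwinding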
# MEKK2wt PB1 HTS = modulators of MEK5 binding to wildtype MEKK2, primary screen, biochemical, multiplex bead flow cytometry, Alexa488-MEK5 | AID 1531, 2009 | Alexa488-MEK5 binding to MEKK2 WT; actives lie on both sides | binding response (% of control), % at 10 µM | Mitogen-activated protein kinase kinase kinase 2 (Homo sapiens), Q9Y2U5 | actives 1.1% (n = 290,000); in the data active means binding response below about 67% or above about 130%
# CRFR2-BP antag = antagonists of CRF-BP/CRF-R2 complex, primary screen, cell-based, HEK293, calcium dye fluorescence, uHTS; CRF-induced calcium fluorescence; inhibition, % at 11.8 µM; actives 0.59% (n = 350,000);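 active means inhibition of the ligand-induced calcium signal above about 50% at the single tested concentration, limit read from the data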
# GalR3 antag = GalR3 antagonists in HEK293 cells, primary screen, cell-based, fluorescence readout; Galanin receptor type 3 (Homo sapiens), O60755; HEK293 GalR3-CNG cAMP membrane potential fluorescence; galR3 body fused to GalR1 C-terminus; inhibition, % at 3 µM; actives 0.44% (n = 360,000);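 active means inhibition above the screen-wide average plus 3 SD, cut at about 13% in these data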;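 further: forskolin and galanin both at EC90 stimulate the cells; cAMP rise reported by CNG channel membrane potential dye signal; 0% = forskolin plus galanin with DMSO and 100% = forskolin alone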
# Target sequence (O60755 1-299 limits assumed): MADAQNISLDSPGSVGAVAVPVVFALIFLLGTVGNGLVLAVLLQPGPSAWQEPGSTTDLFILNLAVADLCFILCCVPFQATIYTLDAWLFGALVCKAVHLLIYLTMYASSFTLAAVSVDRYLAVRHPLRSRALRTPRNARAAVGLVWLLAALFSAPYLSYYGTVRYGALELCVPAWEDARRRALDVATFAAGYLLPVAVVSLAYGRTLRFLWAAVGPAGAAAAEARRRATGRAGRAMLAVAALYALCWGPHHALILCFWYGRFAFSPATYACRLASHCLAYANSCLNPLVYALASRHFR
# MEKK2mut PB1 HTS = MEK5 binding signal on mutant MEKK2 PB1, primary screen, biochemical, multiplex bead flow cytometry, Alexa488-MEK5; actives 0.35% (n = 290,000); Alexa488-MEK5 binding to MEKK2 mutant; percent response, % at 10 µM; in the data active means percent response above about 24%, passing the limit was not always enough; further: inactives centre near 1; some results filed as inactive read as strong as hits; reference of the scale not given here
# * hit, by the source's call; . = no result given; & = joins results of further samples. The list is partial (hit frequency here may not be typical).
SMILES,DNA FID counter,MEKK3 PB1 HTS,SUMO HTRF inh,CRFR2-BP ag,NS3 helicase inh,MEKK2wt PB1 HTS,CRFR2-BP antag,GalR3 antag,MEKK2mut PB1 HTS
CC(C)(C)c1ccc(C(=O)NCC(=O)N/N=C/c2cccs2)cc1,-30,103,13,-0.6,3,102,-4,-10,3
COc1cc(OC)nc(/N=C/NO)n1,-2,100,11,0.8,1,102,-9,-4,1
Nc1nc(SCC(=O)N2N=C(c3ccc(Cl)cc3)CC2c2ccco2)n[nH]1 (stereo not drawn),-26,88,16,-0.7,10,87,-22,2,-21
Cc1cc(OCC(=O)N2CCN(c3ccccn3)CC2)cc(C)c1Br,-25,100,6,-18,0,98,0,0,-1
CCOC(=O)C1CCCN(c2c(N3CCOCC3)c(=O)c2=O)C1 (stereo not drawn),-1,95,6,1.0,1,102,1,-2,-3
C/C(=N\NC(=O)c1ccc(OC2OCCOC2Oc2ccc(C(=O)N/N=C(\C)c3ccncc3)cc2)cc1)c1ccncc1 (stereo not drawn),-6,102,38,2.6,-8,98,3,-2,0
CNC(=O)COC(=O)c1cc(-c2ccco2)nc2ccccc12,0,101,63*,-2.1,35,101,7,-4,1
O=C(Nc1ccc(Cl)c(Cl)c1)Nc1nnc(CC2=CCCCC2)s1,4,99,2,-0.7,-3,90,2,-7,2
CC(NC(=O)Nc1cccc([N+](=O)[O-])c1)c1ccc2c(c1)OCO2 (stereo not drawn),4,102,3,2.5,3,99,2,1,3
NC(=O)NC(=O)COC(=O)c1cccc(NS(=O)(=O)/C=C/c2ccccc2)c1,-26,104,15,-0.1,29,98,-1,-8,1
CCOc1ccccc1C(=O)NCC(=O)O,5,100&94,2,-0.4,-5,104&91,-7,-7,2&1
O=C(c1cccc([N+](=O)[O-])c1)N1CCN(S(=O)(=O)N2CCCCC2)CC1,-10,101,4,0.7,7,99,-6,-4,-2
Cc1ccc(C)c(NC(=S)NCCCN2CCOCC2)c1,2,101,-2,6.3,7,101,126*,0,6
COc1ccc(CNC(=O)CCSCc2cccc(Cl)c2)cc1,-15,124,-2,-1.7,-17,104,24,-6,0
CCc1ccc(N2C(=O)C(Cl)=C(N3CCCCCC3)C2=O)cc1,-13,108,2,2.7,9,108,8,-9,6
CC(C)[C@H](NC(=O)c1ccccc1)C(=O)N1CCc2ccccc21,-4,110,-7,0.8,13,111,-14,-5,4
CC(C)(C)C(=O)NC1(C(F)(F)F)NC(=O)N(CCc2ccccc2)C1=O (stereo not drawn),-6,105,-2,-0.6,4,105,2,-9,8
O=[N+]([O-])c1ccc(C=Nc2ccc(Cl)cc2Cl)s1,0,102,26,-3.3,14,99,-24,-3,7
COc1ccc(-c2noc(CCC(=O)NCCN3CCN(c4ccccc4F)CC3)n2)cc1,7,98,4,1.6,-16,102,9,-5,1
Cc1ccc(C)c(N2CCN(C(=O)COc3cc(=O)n(C)c4ccccc34)CC2)c1,-39,.,16,-0.2,-3,.,3,-1,.
CNC(=O)c1ccc2c(c1)nnn2C,1,88,-4,10,14,91,1,-4,-5
Cc1cc(Nc2ccccc2)nc(N)n1,-2,97,6,-0.6,4,100,5,.,6
N#C/C(=C\c1ccc2c(c1)OCCO2)C(=O)Nc1nccs1,-6,101,0,-0.7,-11,102,6,-10,3
CCOC(=O)C(=O)NNc1ccccc1OC,0,90,6,-0.3,3,92,-2,-4,-12
C=CCNC(=O)c1ccc(C(=O)c2ccccc2)cc1,-3,99,-3,-0.9,-6,98,-9,-5,2
CN(C)S(=O)(=O)c1cccc(C(=O)Nc2ccc(Cl)cn2)c1,-6,100,4,-0.1,-1,105,-13,-2,3
CCOC(=O)C1CCN(C(=O)COc2ccc(S(=O)(=O)N3CCCC3)cc2C)CC1,-28,111,11,1.4,3,114,11,-3,7
Clc1ccccc1OCCCn1ccnc1,4,111,-7,5.2,15,111,20,-3,10
Cc1cccc(Nc2nnc(SCC3CCCCO3)s2)c1 (stereo not drawn),-23,96,-7,0.6,-12,102,-21,-1,4
C=CCN(c1nc(C)c(Br)c(OC)n1)S(=O)(=O)c1ccc(C)cc1,-16,105,4,0.3,-3,110,38,-7,3
Cn1c(C(=O)c2ccncc2)cc2ccccc21,-10,94,29,0.1,-1,102,-10,-9,-1
COc1ccc(C(C(=O)NC(C)(C)C)N(CCO)C(=O)CCC(=O)Nc2cc(C)on2)cc1 (stereo not drawn),-16,102,5,0.7,2,102,-25,-6,-2
CC1=NNC(=O)C1CC(=O)N/N=C/c1ccc(C)o1 (stereo not drawn),-9,97,12,-0.4,29,92,5,-6,-6
Cc1n[nH]c(C)c1Sc1ccccc1N=Cc1cc([N+](=O)[O-])ccc1O,-4,102,0,.,6,98,.,.,2
Cc1ccc(S(=O)(=O)NCC(=O)N2CCCC2)cc1,-2,91,23,3.1,3,94,-24,0,2
COc1cc(Cl)c(C)cc1NC(=O)COC(=O)c1cc[n+]([O-])cc1,-4,57,2,-4.3,1,60,3,5,-15
COc1ccc(/C=C2\SC(=S)N(CC(=O)NC3CCS(=O)(=O)C3)C2=O)cc1 (stereo not drawn),-26,103,21,1.9,21,108,2,-5,9
COc1ccc2c(c1)-c1nc(/N=C/c3ccc(O)cc3)sc1CC2,-2,109,86,2.2,30,107,91*,-4,7
Cc1nc(C(=O)NNC(=O)c2c(-c3c(Cl)cccc3Cl)noc2C)cs1,-7,101,0,0.0,-9,104,-2,-4,0
COc1ccccc1NS(=O)(=O)c1cccc(C(=O)N/N=C/c2ccc(N3CCOCC3)cc2)c1,-23,99,15,-0.5,-9,93,3,-4,-2
O=C(c1cc(COc2ccc(F)c(F)c2)on1)N1CCOCC1,-1,106,14,-3.0,1,107,-7,-8,-2
O=C(c1cccc(S(=O)(=O)NCc2ccccc2)c1)N1CCN(Cc2ccccc2)CC1,-23,101,4,1.1,-4,97,4,2,0
CS(=O)(=O)N(Cc1ccccc1)c1ccc(C(=O)NC2CCCCC2O)cc1 (stereo not drawn),-20,91,13,1.5,1,76,-14,-2,-17
NC(=O)C1CCN(C(=O)c2cc3ccccn3n2)CC1,0,108,-2,-1.2,-1,106,-2,.,13
O=C(CN1CCN(S(=O)(=O)c2ccccc2)CC1)Nc1ccc(Cl)cn1,-31,101,19,-2.8,0,102,2,-14,4
Cc1cc2ccccc2c(=O)n1CC(=O)NCCC1=CCCCC1,-4,87,22,-1.0,-5,81,8,-7,-13
Cn1c(=O)oc2cc(S(=O)(=O)NCCC(=O)NCc3ccc(F)cc3)ccc21,-1,99,6,2.3,6,102,99*,2,2
O=C1CCN(CCc2ccccc2)CCN1CCO,-1,102,4,0.6,0,99,-11,-1,-1
O=C(O)c1cc2nc(-c3ccc(F)cc3)cc(C(F)(F)F)n2n1,2,93,15,0.4,2,93,29,1,-12
CCOC(=O)c1c(-c2cccs2)csc1NC(=O)c1ccco1,3,79,-3,-0.6,-1,104,1,-3,1
CC(=O)Nc1nc(NC(=O)C(Cl)(Cl)Cl)n(-c2ccccc2)n1,3,103,2,-0.8,6,106,13,-3,-2
Cc1ccccc1N(CC(=O)N1CCc2ccccc2C1)S(C)(=O)=O,-12,103,2,-4.1,-4,102,19,-9,4
Cc1ccccc1Nc1c(-c2cccnc2)nc2cccc(C)n12,-18,105,18,-0.8,-26,98,-10,-7,-1
Cc1ccc(C)c(N2CCN(C(=O)c3cc4ccccc4oc3=O)CC2)c1,-32,104,0,-2.3,-9,103,-48,.,7
CCCCN1C(=O)C(O)=C(C(C)=O)C1c1ccc(OC)cc1OC (stereo not drawn),-20,106,11,-0.7,18,108,10,2,11
CCOc1ccc(CC(=O)C2C(=O)CCCC2=O)cc1OCC,-8,100,16,0.4,-9,99,6,.,4
Cc1cc(NN)nc(NS(=O)(=O)c2ccc(Cl)cc2)n1,-13,98,11,-0.9,2,95,0,-8,-8
CC(C)NC(=O)COc1coc(CN2CCN(c3cccc(Cl)c3)CC2)cc1=O,-41,102,6,0.1,-1,101,-7,-4,0
Cc1ccc2c(c1)N(CCCC(=O)NCc1ccc3c(c1)OCO3)C(=O)CO2,-17,106,-7,-0.6,3,99,-1,3,-5
CCCCNC(=O)Nc1nnc(-c2ccc(Cl)cc2)o1,-3,101,-8,6.6,2,104,2,-3,4

# Whole records as entered above:
# Record of Cc1cc(NN)nc(NS(=O)(=O)c2ccc(Cl)cc2)n1 = DNA FID counter = -13; MEKK3 PB1 HTS = 98; SUMO HTRF inh = 11; CRFR2-BP ag = -0.9; NS3 helicase inh = 2; MEKK2wt PB1 HTS = 95; CRFR2-BP antag = 0; GalR3 antag = -8; MEKK2mut PB1 HTS = -8
# Record of Cc1ccccc1Nc1c(-c2cccnc2)nc2cccc(C)n12 = DNA FID counter = -18; MEKK3 PB1 HTS = 105; SUMO HTRF inh = 18; CRFR2-BP ag = -0.8; NS3 helicase inh = -26; MEKK2wt PB1 HTS = 98; CRFR2-BP antag = -10; GalR3 antag = -7; MEKK2mut PB1 HTS = -1

# Only MEKK2mut PB1 HTS, for 2 of the compounds above:
Structure	MEKK2mut PB1 HTS
NC(=O)C1CCN(C(=O)c2cc3ccccn3n2)CC1	13
O=C(CN1CCN(S(=O)(=O)c2ccccc2)CC1)Nc1ccc(Cl)cn1	4

# New compounds follow.
SMILES,DNA FID counter,MEKK3 PB1 HTS,SUMO HTRF inh,CRFR2-BP ag,NS3 helicase inh,MEKK2wt PB1 HTS,CRFR2-BP antag,GalR3 antag,MEKK2mut PB1 HTS
Cc1ccsc1CN(C)CC(=O)Nc1ccc([N+](=O)[O-])cc1Cl,-12,104,-11,0.7,0,95,-6,-10,-3
O=C(CSc1ncccn1)n1c2c(c3ccccc31)CCCC2,-6,108,-8,-1.1,-2,103,-4,-3,5
CCOc1ccc(NC(=O)NNC(=O)c2cc3ccccc3cc2O)cc1,-8,106,34,0.4,2,117,-4,-2,11
COc1ccc(N2CCC(N3CCN(C)C(CCO)C3)CC2)cc1 (stereo not drawn),-5,96,6,3.3,6,103,-3,-1,-1
NC(Cc1ccc(O)cc1)c1cn([C@@H](CCC(=O)O)C(=O)N2CCNCC2)nn1 (stereo partly drawn),3,93,15,1.4,-9,92,-5,-2,1
O=C(c1ccc(Oc2ccccc2)cc1)C1CCCN(C(=O)c2cnccn2)C1 (stereo not drawn),-26,100,17,0.1,-8,92,9,-5,-3
CCc1ccccc1NC(=O)CSc1nnc(Cn2nnc3ccccc32)n1C,-8,99,-21,-0.3,4,94,16,-3,-3
C/C(CCC1CC(C)OC1=O)=N\NC(N)=O (stereo not drawn),-4,100,3,-0.8,5,97,10,-1,3
O=C(c1ccc(NS(=O)(=O)c2ccccc2)cc1)N1CCCCCC1,-39,105,6,-0.8,-6,110,11,-2,0
O=C(NCc1ccc(Cl)cc1)c1cc(=O)[nH]c2ccccc12,-2,99,5,0.8,7,101,-7,-7,2
Cc1occc1-c1nnc(SCC(=O)NCc2ccc3c(c2)OCO3)n1CC(C)C,-30,103,27,0.0,-1,103,7,-4,2
